EPAC1 ag = qHTS for Agonist of cAMP-regulated guanine nucleotide exchange factor 3 (EPAC1): primary screen | Rap guanine nucleotide exchange factor 3 (Homo sapiens), O95398 | EPAC1 agonist qHTS, biochemical assay; response scale: 100% = response to 6.5 mM cAMP | Potency, µM (series often up to 154 µM), without a hit: at the highest dose activation, actives largely listed as activators | 0.073% of 360,000 active | AID 720707, 2013; further: potency means the concentration at half of the fitted maximal effect; nearly all actives have a fitted effect of over 60% in size
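EPAC1 100 nM, Rap1B–BODIPY-GDP 250 nM, unlabeled GDP 50 uM; compound titration; 5 min RT; kinetic read ex480/em540 at 5-min intervals ×30 min; data normalized to 6.5 mM cAMP agonist control.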
WRN helicase inh = qHTS for Inhibitors of WRN Helicase. Bifunctional 3'-5' exonuclease/ATP-dependent helicase WRN (Homo sapiens), Q14191. Potency, µM (titrated, usually from 114 µM), for inactives: at the highest dose activity change, negative = inhibition, actives largely listed as inhibitors. WRN helicase unwinding, fluorescent forked duplex, kinetic. 0.46% of 360,000 active; further: potency means the concentration at half of the fitted maximal effect; on the % scale 0 is the no-effect control and ±100 the full control effect; nearly all actives have a fitted effect of over 55% in size
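WRN at 20 nM final preincubated with compound 15 min at room temperature; reaction started with 100 nM fluorophore/quencher forked duplex oligonucleotide and 2 mM ATP final. Unwinding followed kinetically by red fluorescence (ex 525, em 598 nm).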
PI5P4Ka inh = qHTS for Inhibitors of phosphatidylinositol 5-phosphate 4-kinase (PI5P4K) | PI5P4Kalpha enzyme, ADP-Glo luminescence, 60 min; active compounds read low | max response, % | 1.2% of 330,000 active | AID 652105, 2013; active means max response of -50% or lower; inconclusive means between -30% and -50%; inactive means -30% or higher; further: value at the top dose of about 77 µM; on the % scale 0 is the no-effect control and ±100 the full control effect
Target sequence (P48426 whole entry, looked up): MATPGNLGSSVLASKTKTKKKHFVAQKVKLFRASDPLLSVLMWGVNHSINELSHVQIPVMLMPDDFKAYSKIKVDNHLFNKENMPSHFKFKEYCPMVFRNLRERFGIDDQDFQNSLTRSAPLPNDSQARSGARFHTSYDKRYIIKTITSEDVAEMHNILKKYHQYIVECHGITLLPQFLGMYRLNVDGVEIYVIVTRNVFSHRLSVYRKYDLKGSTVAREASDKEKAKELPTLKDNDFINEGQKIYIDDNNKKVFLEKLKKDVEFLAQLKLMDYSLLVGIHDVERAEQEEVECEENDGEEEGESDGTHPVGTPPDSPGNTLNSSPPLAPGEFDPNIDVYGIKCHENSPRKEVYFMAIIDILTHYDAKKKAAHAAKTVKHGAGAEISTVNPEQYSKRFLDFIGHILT
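Controls without substrate or without enzyme flank wells where PI5P4Kalpha converts substrate using 5 microM ATP (final). Incubation lasts 60 minutes at room temperature; ADP formed is read by ADP-Glo luminescence.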
IL-2 act = qHTS of IL-2 Activators; IL-2 activation reporter assay, cell-based qHTS; stimulated with anti-CD3/CD4/CD28 beads; in transgenic mouse T cells; activation, % (series mostly up to about 46 µM); 0.065% of 360,000 active; AID 652025, 2013; in the data active means activation above about 50%; inconclusive means mostly about 30% to 49%; further: 0% is about no effect
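First, unstimulated transgenic mouse T cells were exposed to compound for 60 min. Next, anti-CD3/anti-CD4-coated beads with anti-CD28 were added. Finally, after 18 h at 37 degrees C, EGFP and DsRed were imaged.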
EPAC1 antagonist = qHTS for Antagonist of cAMP-regulated guanine nucleotide exchange factor 3 (EPAC1): primary screen; Rap guanine nucleotide exchange factor 3 (Homo sapiens), O95398; Potency, µM (series often up to 115 µM), for inactives: top-dose activity change, negative = inhibition, usual class: inhibitors; AID 720709, 2013; 0.14% of 360,000 active; EPAC1 GEF assay, Rap1b-BODIPY-GDP exchange fluorescence;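 further: potency means the concentration at half of the fitted maximal effect; plate controls were vehicle for no effect and positive control for full effect; nearly all actives have a fitted effect of over 50% in size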
FUS yeast rescue = qHTS for Suppressors of FUS Proteinopathy: Primary screen using FUS-linked yeast assay | S. cerevisiae FUS-expressing, growth rescue, OD600, 24 h | Potency, µM (highest dose often 76.6 µM), for inactives: at the top dose growth rescue (activation), hits mostly activators | 0.24% of 390,000 active;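 further: potency means the concentration at half of the fitted maximal effect; plate controls were DMSO vehicle for no effect and reference control for full effect; nearly all actives have a fitted effect of over 55% in size; some results filed as inactive show a strong effect at the top dose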
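Compound concentration series was pinned onto galactose-induced FUS-expressing yeast seeded at OD 0.005. Plates sat 24hr at 30C; absorbance at 600 nm gave growth. DMSO served as background control.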
PLK1 PBD block = qHTS for Inhibitors of PLK1-PDB (polo-like kinase 1 - polo-box domain): Primary Screen. Potency, µM, for inactives: max response, negative = inhibition, hits mostly inhibitors. Serine/threonine-protein kinase PLK1 (Homo sapiens), P53350. 2.8% of 360,000 active. Plk1 PBD binding of FITC phosphopeptide, fluorescence polarization; further: potency means the concentration at half of the fitted maximal effect; series mostly up to about 57 µM; on the % scale 0 is the no-effect control and ±100 the full control effect; nearly all actives have a fitted effect of over 65% in size
Target sequence (P53350 whole entry, looked up, the tested form may be a part): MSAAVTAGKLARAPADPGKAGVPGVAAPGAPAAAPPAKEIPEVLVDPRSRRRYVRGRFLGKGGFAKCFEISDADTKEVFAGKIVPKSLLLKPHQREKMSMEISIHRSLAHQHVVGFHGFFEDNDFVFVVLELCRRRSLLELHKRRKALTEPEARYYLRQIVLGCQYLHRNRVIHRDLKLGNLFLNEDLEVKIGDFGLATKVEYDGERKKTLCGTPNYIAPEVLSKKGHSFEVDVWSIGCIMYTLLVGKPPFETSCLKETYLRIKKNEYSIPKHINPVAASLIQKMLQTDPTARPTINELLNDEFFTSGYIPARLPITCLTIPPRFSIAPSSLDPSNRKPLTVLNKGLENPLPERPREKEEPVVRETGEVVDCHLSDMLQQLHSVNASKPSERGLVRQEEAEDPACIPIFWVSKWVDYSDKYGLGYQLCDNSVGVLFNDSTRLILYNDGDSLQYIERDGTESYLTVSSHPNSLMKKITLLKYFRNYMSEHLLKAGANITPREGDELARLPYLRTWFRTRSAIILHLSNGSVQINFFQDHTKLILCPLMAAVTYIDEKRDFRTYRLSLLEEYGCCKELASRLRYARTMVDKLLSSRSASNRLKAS
Abeta rescue = qHTS for compounds that reverse cellular toxicity of Amyloid beta (A-beta) peptide in yeast: Primary Screen | Potency, µM (doses to about 46.1 µM), for the others: at the highest dose growth rescue, actives largely listed as activators | 0.063% of 410,000 active | yeast expressing A-beta42, growth rescue, OD600, 48 h; response scale: 0% DMSO, 100% iron-clioquinol control | AID 1347071, 2019; further: potency means the concentration at half of the fitted maximal effect; nearly all actives have a fitted effect of over 55% in size
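Yeast A-beta toxicity model in growth medium with pinned compounds, 48 h at 30 C; growth read as absorbance at 600 nm. Normalized to FeCl3/clioquinol equimolar mix (positive) and DMSO (negative).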
* hit, by the source's call; ? = inconclusive; . = not tested or not shown; [ ] = remark or other dose. Unless noted, the call rests on the fitted dose curve; in most records, active means well fitted curve in the direction sought with a large enough effect; inconclusive means small, poorly fitted or top-dose-only effect, or another doubt; inactive means no such curve, though single readings can be large; an effect the other way counts as inactive or inconclusive. Rows are unselected; about 4.1% have a hit in one of these screens.

SMILES	EPAC1 ag	WRN helicase inh	PI5P4Ka inh	IL-2 act	EPAC1 antagonist	FUS yeast rescue	PLK1 PBD block	Abeta rescue
Cc1cnc(CNC(=O)CC2C(=O)NCCN2Cc2ccccc2C(F)(F)F)cn1 (stereo unspecified)	5%	-24%	0	-3.6	4%	.	-4%	-1%
Cc1ccc(N2C(=O)N(CC(=O)Nc3ccccc3C)C(=O)C2C)cc1 (stereo unspecified)	-5%	-10%	3	-1.8	-12%	.	-7%	2%
O=C(NC(=S)N1CCOCC1)C12CC3CCC(CC(C3)C1)C2	-6%	2%	0	1.8	-5%	.	-1%	-7%
CN(C)c1nc(OCCNC(=O)Nc2ccccc2)nc(N(C)C)n1	-6%	-7%	8	0.0	9%	-5%	1%	1%
Cc1sc2ncnc(N3CCC(C(=O)Nc4nc(-c5ccc(F)cc5)cs4)CC3)c2c1C	-6%	-2%	-9	0.2	-16%	8%	-7%	3%
N#Cc1nc(Cc2cccc3ccccc23)oc1NCCN1CCCCC1	-5%	-1%	.	-3.4	5%	8%	-18%	-4%
Cc1ccccc1-c1nn(-c2ccc(F)cc2F)cc1CNCCCO	1%	-15%	-22	-0.6	-1%	27%	-6%	-1%
CCOc1ccc([C@@H]2CC=C(C(=O)O)[C@H](c3cccc(Cl)c3)N2S(=O)(=O)c2ccc(C)cc2)cc1	-6%	2%	-5	0.5	3%	17%	?	-12%
CCCc1cc(NCCN(C)C)n2c(nc3ccccc32)c1C#N	2%	-1%	-3	-0.2	-16%	-9%	0%	-11%
Cc1c(C(=O)N2CCN(c3ncccn3)CC2)oc2c(Cl)cccc12	?	1%	5	-0.4	-17%	12%	0%	-5%
COc1ccc(Nc2cc(NCCCO)c([N+](=O)[O-])c3nonc23)cc1	7%	-2%	-1	-1.2	-4%	-2%	-10%	-1%
Cc1ccc(N/N=C/c2ccc3c(c2)OCCO3)cc1Cl	-2%	-21%[57.1 µM]	2	-1.5	-8%	22%	-5%	-10%
CCCCNC(=O)CC1Nc2ccccc2NC1=O (stereo unspecified)	14%	2%	-7	3.6	-20%	-21%	-9%	4%
CCCCC1CCC(C(=O)NCc2ccc3c(c2)OCO3)CC1 (stereo unspecified)	3%	-3%	.	-0.8	-5%	9%	-4%	11%
O=C(NCCc1ccc(F)cc1)c1cc2ccccc2oc1=O	-5%	19%	0	-0.8	18%	-19%	-5%	0%
Cc1nnc(SCC(=O)N2CC(=O)Nc3ccccc32)n1C	0%	3%	-2	-0.1	14%	-7%	-9%	-18%
CCOc1cc(/C=C2/COc3ccccc3C2=O)ccc1OCC(=O)N(C)C	-2%	-15%	2	0.3	-12%	3%	-6%	-18%
CCSc1nnc(NC(=O)c2cccs2)s1	-2%	-1%	.	-1.3	10%	16%	2%	-18%
CS(=O)(=O)N(CC(=O)N1CCCCC1)c1sc2c(c1C#N)CCCC2	9%	-4%	-3	-0.9	-4%	22%	-11%	18%
O=C(/C=C/c1ccccc1Cl)Nc1ccc(Cl)cn1	-3%	15%[57.1 µM]	1	-1.2	3%	3%	3%	-4%
COc1ccc([N+](=O)[O-])cc1C(=O)NCCOc1ccc(Cl)cc1	-2%	-8%	-4	-0.2	-17%	41%	-5%	-39%[inhibitor]
COc1ccc(CNc2nc(NC(C)=O)nn2-c2ccccc2)cc1	4%	-15%	0	-1.2	-5%	-11%	-5%	-1%
CN(Cc1ccccc1)C(=O)c1cccc(NC(=O)Cc2ccc(NC(=O)C3CCN(C(=O)c4ccccc4)CC3)cc2)c1	-16%	-4%	7	0.2	-11%	43%	9%	0%
CC(C)c1nc(SCC(=O)N2CCCC2)c2ccccc2n1	1%	3%	0	-2.3	-14%	?	-13%	-14%
CCOC(=O)C1(Cc2cccc(Cl)c2)CCCN(C(=O)CCNC(C)=O)C1 (stereo unspecified)	-9%	0%	2	-0.9	-1%	6%	-4%	-6%
Cc1n[nH]c(C)c1S(=O)(=O)N(C)Cc1ccco1	5%	0%	0	-0.5	4%	-3%	-7%	-7%
CCCOC(=O)c1ccc(NC(=O)C2C3CCC(C3)C2C(=O)O)cc1 (stereo unspecified)	7%	-15%[57.1 µM]	4	2.1	-8%	7%	-4%	2%
CC(/C=C/c1ccco1)=N\NC(=O)c1cccc(Cl)c1	-5%	3%	-18	-2.2	-12%	.	-8%	3%
Cc1ccc(CNc2ccc(N3CCOCC3)cc2)s1	1%	3%	-5	-1.0	1%	12%	-5%	-14%
O=C1N[C@@H](c2ccccc2)COC(=O)[C@H](Cc2ccc(F)cc2)CC/C=C/C[C@H]1CC(=O)N(CCO)Cc1ccccc1	-7%	-12%	-2	-0.6	-6%	?	-9%	7%
CNC(=O)C1Cc2ccccc2CN1S(=O)(=O)c1ccc(OC)c(OC)c1 (stereo unspecified)	0%	-10%	0	-0.1	5%	12%	-14%	-10%
CCCCCCCCOC(=O)CCn1[nH]c(=O)c2ccccc2c1=O	-4%	11%	0	-1.8	10%	38%	-1%	-86%[inhibitor]
Cc1cc(C)c2c(=O)n(CC(=O)N3CCN(c4ccccc4)CC3)ccc2n1	-15%	1%	0	-1.6	-3%	-17%	-8%	-6%
COc1cccc(C2=NOC(C(=O)N3CCN(c4ccccc4)CC3)C2)c1OC (stereo unspecified)	-4%	-6%	-8	-1.6	?	23%	?	9%
COc1ccccc1-c1nnc(-c2ccc(F)cc2)o1	0%	-20%	2	-0.8	-7%	-10%	-3%	-4%
CC(=O)c1ccc(NC(=O)NC2CC(=O)N(c3ccc4c(c3)OCCO4)C2)cc1 (stereo unspecified)	9%	-14%	5	-0.4	-3%	20%	-4%	0%
CCN1CCN(C(=O)c2ccc3c(c2)S(=O)(=O)c2ccccc2C3=O)CC1	-13%	0%	1	-0.5	7%	-4%	9%	4%
CC(=O)c1cccc(CN2CCC(CO)(CCOc3ccccc3)CC2)c1	-11%	1%	3	-0.5	7%	-27%	-4%	-13%
Cc1cc(C)c(S(=O)(=O)Cc2ccccc2)c(=O)[nH]1	0%	-9%	-4	-3.3	-19%	-10%	-9%	-9%
CC(/C=C/c1ccco1)=N/NC(=O)Cc1cccs1	2%	?	-52*	1.2	-22%	49%	-19%	-5%
Cc1nnc(SCC(=O)N2CCN(S(=O)(=O)c3ccccc3)CC2)n1Cc1ccccc1	1%	2%	4	0.2	1%	11%	-4%	-5%
CC(=O)Nc1cc(-c2cccc(NS(C)(=O)=O)c2)cn2c(-c3cccc(C(F)(F)F)c3)cnc12	-2%	-3%	-27	-0.5	-5%	?	-8%	9%
O=C(C[n+]1ccccc1)c1ccc(NC(=O)c2ccccc2)cc1	-3%	4%	?	-0.8	6%	2%	-14%	-7%
COc1cccc(CC(=NO)c2cccc(OC)c2)c1	6%	-3%	7	0.2	-4%	-5%	4%	6%
Cc1cc(C(=O)NNC(=S)NCc2ccco2)nn1C	-10%	7%	2	1.5	21%	-8%	-4%	-19%
Fc1ccccc1CSc1nc2ccccc2[nH]1	2%	2%	-1	-2.9	-4%	-3%	?	7%
CC(=O)c1cccc(NC(=O)c2csc3c2CCCCC3)c1	-10%	0%	1	-1.0	36%[activator]	2%	-3%	12%
CCCOC(=O)NC(CC)COC(=O)Nc1cccc(C)c1C (stereo unspecified)	-8%	5%	-2	-0.1	-10%	-2%	-1%	13%
C=CCn1c(SCc2ccccc2Cl)nnc1-c1sc2nc(C)cc(C)c2c1N	-1%	4%	0	-0.8	7%	13%	0%	-10%
CC(=O)NC(=S)Nc1ccc2oc(-c3cc(F)c(F)cc3Cl)nc2c1	-12%	-1%[57.1 µM]	1	-0.6	-4%	-7%	-9%	-10%
Continuation.
SMILES	EPAC1 ag	WRN helicase inh	PI5P4Ka inh	IL-2 act	EPAC1 antagonist	FUS yeast rescue	PLK1 PBD block	Abeta rescue
CCCCCCCCN1C(=O)[C@H](CC(=O)N2CCOCC2)C[C@@]2(C(=O)OCC)CCCC=C12	-17%	-3%	8	-1.0	-19%	11µM*	-7%	15%
Cc1oc(-c2cc3c(cc2Cl)OCO3)nc1CN1CCCC1c1ccc(F)cc1 (stereo unspecified)	12%	-5%	0	0.2	-22%	17%	-12%	3%
COc1ccc(C)cc1S(=O)(=O)N1CCC(C(=O)NCCc2ccccc2)CC1	-12%	5%	0	0.4	-1%	.	-9%	-4%
Cc1cc(NC(=O)CCC(=O)N(CC(=O)NC2CCCC2)c2ccc(Cl)cc2)no1	3%	-3%[57.1 µM]	0	-0.4	-5%	-2%	-13%	-19%
Clc1cccc(Cl)c1CSc1nnc2ccccn12	-4%	-28%[57.1 µM]	-3	1.7	-3%	-4%	3%	4%
COc1ccc(C)cc1S(=O)(=O)N1CCN(S(=O)(=O)c2cc(C)ccc2OC)CC1	7%	4%	4	0.9	-10%	-5%	-3%	8%
CC(=O)Nc1ccc(OC(F)(F)C(F)C(F)(F)F)c(NC(C)=O)c1 (stereo unspecified)	2%	9%	.	0.5	-5%	22%	1%	1%
CN1CCN(c2nc3c(c(=O)n(C)c(=O)n3C)n2Cc2ccccc2)CC1	9%	10%	1	5.0	-22%	-13%	-10%	-2%
CCOc1ccc(N(CC(=O)NCCc2ccc(F)cc2)S(=O)(=O)c2ccccc2)cc1	-11%	1%	10	-0.9	-3%	12%	5%	0%
Cc1nn(-c2ccc(Cl)cc2Cl)c(C)c1C(=O)O	2%	4%	-6	0.2	-10%	-15%	-8%	-5%
COC(=O)c1cn(C(=O)c2cccc(C)c2)c2ccccc12	14%	-5%	7	-0.9	4%	1%	-5%	-2%
O=C(CC1C(=O)N(c2ccccc2)C(=O)N1C1CCCCC1)Nc1ccccc1 (stereo unspecified)	8%	-1%	0	-1.1	-5%	13%	-14%	12%
Cc1c(C(=O)Nc2cccc(F)c2)cnn1-c1ccccc1	8%	-3%	-4	-0.5	?	4%	?	0%

High-throughput results deposited in PubChem BioAssay by National Center for Advancing Translational Sciences (NCATS).
